BioA inh: blocks M. tuberculosis BioA enzyme activity; purified M. tuberculosis BioA enzyme, plate reader; inhibition, % at 9.99 µM; 360,000 tested, 0.096% active; AID 602481; in the data active = inhibition above about 40%
The depositor's hits bear a star.

COc1ccc(NC(=O)Nc2ccc3c(c2)C(=O)N([C@H](C)CO)C[C@H](C)[C@H](CN(C)Cc2ccc4c(c2)OCO4)OCCCC[C@H](C)O3)cc1
  BioA inh: -1.1

C[C@H](CO)N1C[C@H](C)[C@H](CN(C)Cc2ccc(Cl)c(Cl)c2)Oc2c(NC(=O)C3CCCCC3)cccc2C1=O
  BioA inh: 1.5

COc1cccc(NC(=O)N(C)C[C@H]2Oc3ncc(C4=CCCCC4)cc3C(=O)N([C@H](C)CO)C[C@@H]2C)c1
  BioA inh: 0.9

C[C@H]1CN([C@@H](C)CO)S(=O)(=O)c2ccc(C#CCC3CCCC3)cc2O[C@@H]1CN(C)C(=O)CN(C)C
  BioA inh: 7.6

O=C([C@H]1[C@H](CO)[C@H]2Cn3c(ccc(-c4ccccc4)c3=O)[C@H]2N1Cc1cocn1)N1CCCCC1
  BioA inh: -0.3

COc1cccc(S(=O)(=O)N[C@H]2CC[C@H](CCNC(=O)Cc3ccncc3)O[C@H]2CO)c1
  BioA inh: -2.4

O=C(C[C@H]1CC[C@@H](NC(=O)CC2CC2)[C@H](CO)O1)NCc1ccc(-c2ccccc2)cc1
  BioA inh: -1.2

CC(C)NC(=O)Nc1ccc2c(c1)C(=O)N([C@H](C)CO)C[C@H](C)[C@H](CN(C)C(=O)NC(C)C)O2
  BioA inh: -2.2

O=C(C[C@H]1CC[C@@H]2[C@H](COC[C@H](O)CN2Cc2cc(F)ccc2F)O1)N[C@H]1CCN(Cc2ccccc2)C1
  BioA inh: -3.5

Cc1cccc(S(=O)(=O)N[C@@H]2CC[C@@H](CCNC(=O)c3cnccn3)O[C@@H]2CO)c1
  BioA inh: 0.0

O=C(Cc1ccccn1)N[C@H]1CC[C@@H](CC(=O)N2CCCCC2)O[C@H]1CO
  BioA inh: 0.2

COc1ccccc1CN1CC[C@@H]2[C@H]1c1cc(-c3cccc(F)c3)ccc1N[C@@H]2CO
  BioA inh: 15

CN(C)CC(=O)Nc1ccc2c(c1)[C@@H]1C[C@@H](CC(=O)NCC3CC3)O[C@H](CO)[C@@H]1O2
  BioA inh: 0.4

CO[C@H]1CN(C)C(=O)c2cccc(C#N)c2OC[C@H]2O[C@@H](CC[C@@H]2OC)CCN(C)C(=O)[C@H]1C
  BioA inh: 1.5

N#C[C@H]1N[C@H](CO)[C@H]1c1ccc(-c2ccccc2F)cc1
  BioA inh: -4.2

C[C@@H]1CN([C@H](C)CO)C(=O)c2cc(/C=C/c3ccccc3)cnc2O[C@@H]1CN(C)Cc1ccccc1F
  BioA inh: -0.9

C[C@H](O)C#Cc1cnc2c(c1)C(=O)N([C@@H](C)CO)C[C@@H](C)[C@@H](CN(C)Cc1cccc(C(=O)O)c1)O2
  BioA inh: -1.9

CCC(=O)N(C)C[C@H]1Oc2cc(-c3ccccc3F)ccc2S(=O)(=O)N([C@@H](C)CO)C[C@@H]1C
  BioA inh: 2.4

CO[C@@H]1CN(C)C(=O)c2cc(NC(=O)NC(C)C)ccc2OC[C@@H](C)N(CCC(F)(F)F)C[C@H]1C
  BioA inh: 1.3

C[C@@H]1CN([C@H](C)CO)C(=O)Cc2cc(NC(=O)CCN3CCOCC3)ccc2O[C@H]1CN(C)C(=O)Nc1ccc2c(c1)OCO2
  BioA inh: -1.1

CN1c2ccc(C#Cc3cccnc3)cc2[C@H]2[C@H](CCN2S(=O)(=O)c2ccccc2F)[C@@H]1CO
  BioA inh: -1.5

C[C@@H]1CN([C@H](C)CO)C(=O)c2cc(NS(C)(=O)=O)ccc2O[C@@H](C)CCCCO[C@@H]1CN(C)Cc1ccc(C(=O)O)cc1
  BioA inh: -2.1

CN1c2ccc(-c3ccccc3)cc2[C@@H]2[C@@H](CCN2C(=O)c2ccncc2)[C@H]1CO
  BioA inh: 2.5

COc1ccc(S(=O)(=O)Nc2cccc3c2O[C@@H](CN(C)CC2CC2)[C@H](C)CN([C@@H](C)CO)C3=O)cc1
  BioA inh: 1.9

Cc1ccccc1-c1cnc2c(c1)C(=O)N([C@@H](C)CO)C[C@@H](C)[C@H](CN(C)C(=O)c1ccncc1)O2
  BioA inh: 6.4

C[C@H]1CN([C@@H](C)CO)C(=O)c2c(c3ccccc3n2C)-c2ccccc2CO[C@@H]1CN(C)C(=O)Nc1cccc(F)c1
  BioA inh: -1.1

C=CCN1Cc2ccccc2C[C@@]2(COC(c3ccc(OCCCO)cc3)=N2)C1=O
  BioA inh: -0.9

O=C(C[C@H]1C[C@@H]2c3cc(NC(=O)C4CCOCC4)ccc3O[C@@H]2[C@H](CO)O1)NCc1ccc(Oc2ccccc2)cc1
  BioA inh: -2.3

C[C@H](CO)N1C[C@H](C)[C@H](CN(C)C)Oc2c(NC(=O)c3ccc(-c4nccs4)cc3)cccc2C1=O
  BioA inh: 5.9

COc1cccc(C#Cc2cnc3c(c2)C(=O)N([C@@H](C)CO)C[C@@H](C)[C@H](CN(C)C(=O)C2CCOCC2)O3)c1
  BioA inh: 1.8

C[C@H](CO)N1C[C@H](C)[C@H](CN(C)C(=O)Nc2ccc3c(c2)OCO3)Oc2ccc(NC(=O)Nc3cccc4ccccc34)cc2C1=O
  BioA inh: -3.6

CO[C@H](CN(C)Cc1cc(F)ccc1F)[C@H](C)CN([C@H](C)CO)S(=O)(=O)c1ccc(F)cc1
  BioA inh: -0.1

C[C@@H]1CN([C@H](C)CO)S(=O)(=O)c2ccc(-c3ccc(C(=O)N(C)C)cc3)cc2O[C@@H]1CN(C)C(=O)Cc1ccccn1
  BioA inh: -0.8

Cc1noc(C)c1NC(=O)Nc1ccc2c(c1)CC(=O)N([C@H](C)CO)C[C@@H](C)[C@H](CN(C)Cc1ccc(Cl)c(Cl)c1)O2
  BioA inh: -0.7

Cc1ccc(S(=O)(=O)Nc2ccc3c(c2)C(=O)N([C@H](C)CO)C[C@@H](C)[C@@H](CN(C)S(=O)(=O)c2ccccc2)OCCCC[C@H](C)O3)cc1
  BioA inh: -1.5

CC(C)CC#Cc1ccc([C@@H]2[C@@H](CO)N3CCCCN(C(=O)Cc4ccccn4)C[C@@H]23)cc1
  BioA inh: 1.2

C[C@H]1CN([C@@H](C)CO)C(=O)c2cccc(NS(=O)(=O)c3cn(C)cn3)c2O[C@@H]1CN(C)Cc1ccc(-c2ccccc2)cc1
  BioA inh: -1.0

CCS(=O)(=O)Nc1ccc2c(c1)C(=O)N(C)C[C@H](OC)[C@H](C)CN[C@H](C)CO2
  BioA inh: -1.0

C[C@H](CO)N1C[C@H](C)[C@H](CN(C)S(=O)(=O)c2cccs2)OCc2ccccc2-c2ccccc2C1=O
  BioA inh: 1.0

C[C@H]1CN([C@@H](C)CO)C(=O)c2cc(NC(=O)C3CCCCC3)ccc2O[C@@H]1CN(C)Cc1ccc(-c2ccccc2)cc1
  BioA inh: -2.1

COCC(=O)Nc1ccc2c(c1)[C@H]1C[C@@H](CC(=O)NCCc3ccccc3)O[C@@H](CO)[C@H]1O2
  BioA inh: -0.2

C[C@@H]1CN([C@@H](C)CO)C(=O)Cc2cc(NC(=O)Nc3ccc(F)cc3)ccc2O[C@H]1CN(C)Cc1ccc(Oc2ccccc2)cc1
  BioA inh: -1.2

C[C@H]1CN([C@@H](C)CO)S(=O)(=O)c2ccc(C#Cc3ccccc3F)cc2O[C@H]1CN(C)CC1CCOCC1
  BioA inh: -4.6

Cc1cccc(S(=O)(=O)N(C)C[C@H]2OCc3cnnn3CCCC(=O)N([C@@H](C)CO)C[C@@H]2C)c1
  BioA inh: 0.3

COc1cccc(-c2ccc3c(c2)O[C@@H](CN(C)C(=O)C2CC2)[C@H](C)CN([C@H](C)CO)S3(=O)=O)c1
  BioA inh: -2.1

O=C(Nc1ccc2c(c1)[C@H]1C[C@H](CC(=O)N3CCOCC3)O[C@@H](CO)[C@H]1O2)c1cccnc1
  BioA inh: 1.4

CCNC(=O)[C@@H]1[C@@H](CO)[C@@H]2Cn3c(ccc(-c4ccc(OC)cc4)c3=O)[C@H]1N2CC
  BioA inh: -1.7

COc1ccc(CN(C)C[C@H]2Oc3c(NC(=O)Nc4ccc(F)cc4)cccc3C(=O)N([C@@H](C)CO)C[C@H]2C)cc1
  BioA inh: -0.5

CC(C)NC(=O)N(C)C[C@H]1Oc2ccc(NC(=O)CCCN(C)C)cc2C(=O)N([C@@H](C)CO)C[C@H]1C
  BioA inh: 10

CC=Cc1ccc2n(c1=O)C[C@@H]1[C@@H](CO)[C@H](C(=O)N[C@H](C)c3ccccc3)N(C)[C@H]21 (mixture of isomers)
  BioA inh: -0.5

Cc1noc(C)c1NC(=O)Nc1cccc2c1O[C@@H](CN(C)C(=O)Nc1c(C)noc1C)[C@@H](C)CN([C@@H](C)CO)C2=O
  BioA inh: 0.6

COc1ccccc1CNC(=O)C[C@H]1C=C[C@@H](NC(=O)CC2CC2)[C@@H](CO)O1
  BioA inh: 1.1

C[C@@H]1CCCCO[C@@H](CN(C)S(=O)(=O)c2ccc(F)cc2)[C@H](C)CN([C@@H](C)CO)C(=O)c2cc(NS(=O)(=O)c3cccs3)ccc2O1
  BioA inh: 0.8

CNC[C@@H]1Oc2ccc(NC(=O)NC3CCCCC3)cc2C(=O)N([C@H](C)CO)C[C@H]1C
  BioA inh: -0.3

O=C(C[C@@H]1C[C@H]2c3cc(NC(=O)Nc4ccccc4F)ccc3O[C@H]2[C@@H](CO)O1)NCC1CC1
  BioA inh: -2.0

C[C@H](CO)N1C[C@H](C)[C@@H](CN(C)S(=O)(=O)c2cccs2)Oc2ccc(NC(=O)Nc3cccc4ccccc34)cc2CC1=O
  BioA inh: 0.0

Cc1ccc(S(=O)(=O)Nc2ccc3c(c2)CC(=O)N([C@@H](C)CO)C[C@@H](C)[C@@H](CN(C)C(=O)NC(C)C)O3)cc1
  BioA inh: 0.7

COc1ccc(S(=O)(=O)N(C)C[C@H]2Oc3c(NC(=O)c4cnccn4)cccc3C(=O)N([C@H](C)CO)C[C@H]2C)cc1
  BioA inh: 0.1

C[C@@H]1CN([C@H](C)CO)S(=O)(=O)c2ccc(-c3cccc(C#N)c3)cc2O[C@@H]1CN(C)Cc1cccc(F)c1
  BioA inh: -1.2

CC(C)NC(=O)N(C)C[C@H]1OCCCC[C@@H](C)Oc2ccc(NC(=O)c3ccccc3)cc2C(=O)N([C@@H](C)CO)C[C@H]1C
  BioA inh: -0.9

Looked up one by one from the entries so far:
CN1c2ccc(C#Cc3cccnc3)cc2[C@H]2[C@H](CCN2S(=O)(=O)c2ccccc2F)[C@@H]1CO
  BioA inh: -1.5

O=C(C[C@H]1C[C@@H]2c3cc(NC(=O)C4CCOCC4)ccc3O[C@@H]2[C@H](CO)O1)NCc1ccc(Oc2ccccc2)cc1
  BioA inh: -2.3

A stretch from the list above, for reference:
Cc1ccc(S(=O)(=O)Nc2ccc3c(c2)CC(=O)N([C@@H](C)CO)C[C@@H](C)[C@@H](CN(C)C(=O)NC(C)C)O3)cc1
  BioA inh: 0.7

COc1ccc(S(=O)(=O)N(C)C[C@H]2Oc3c(NC(=O)c4cnccn4)cccc3C(=O)N([C@H](C)CO)C[C@H]2C)cc1
  BioA inh: 0.1

C[C@@H]1CN([C@H](C)CO)S(=O)(=O)c2ccc(-c3cccc(C#N)c3)cc2O[C@@H]1CN(C)Cc1cccc(F)c1
  BioA inh: -1.2

CC(C)NC(=O)N(C)C[C@H]1OCCCC[C@@H](C)Oc2ccc(NC(=O)c3ccccc3)cc2C(=O)N([C@@H](C)CO)C[C@H]1C
  BioA inh: -0.9

The list continues:
molecule,BioA inh
COc1cccc(S(=O)(=O)Nc2ccc3c(c2)OC[C@H](C)N(Cc2ccccc2F)C[C@H](C)[C@H](OC)CN(C)C3=O)c1,-1.5
C[C@H]1CN([C@@H](C)CO)C(=O)c2cc(-c3ccncc3)cnc2O[C@@H]1CN(C)C(=O)C1CC1,0.9
O=C(C[C@H]1C=C[C@@H](NC(=O)NC2CCCCC2)[C@H](CO)O1)NCc1ccccc1,0.2
C[C@@H]1CN([C@H](C)CO)C(=O)c2cccc(NC(=O)C3CC3)c2O[C@@H]1CN(C)Cc1ccccc1,-5.0
COCC#Cc1cnc2c(c1)C(=O)N([C@H](C)CO)C[C@H](C)[C@H](CN(C)C(=O)c1ccc(F)cc1)O2,2.9
Cc1ccc(S(=O)(=O)N(C)C[C@H]2Oc3c(NC(=O)c4ccc(-c5nccs5)cc4)cccc3C(=O)N([C@H](C)CO)C[C@@H]2C)cc1,-0.3
CO[C@@H]1CN(C)C(=O)c2ccc(NC(=O)c3cc(C)on3)cc2OC[C@@H](C)N(C(C)=O)C[C@@H]1C,0.4
C[C@H]1CN([C@@H](C)CO)C(=O)c2cccc(NC(=O)Nc3ccc(F)cc3)c2O[C@@H]1CN(C)C,5.7
C[C@H]1CN([C@@H](C)CO)C(=O)c2cccc(NC(=O)c3nc4ccccc4s3)c2O[C@H]1CN(C)Cc1ccc(C(F)(F)F)cc1,-1.1
C[C@@H]1CN([C@@H](C)CO)C(=O)Cc2cc(NC(=O)Cc3ccccc3)ccc2O[C@@H]1CN(C)S(=O)(=O)c1ccc(F)cc1,3.1
CC(C)NC(=O)Nc1ccc2c(c1)C(=O)N([C@@H](C)CO)C[C@@H](C)[C@@H](CN(C)S(=O)(=O)c1cn(C)cn1)OCCCC[C@H](C)O2,0.4
N#C[C@H]1[C@H](c2ccc(-c3ccccc3F)cc2)[C@H](CO)N1C(=O)C1CC1,-1.8
C[C@@H]1CN([C@@H](C)CO)C(=O)c2cc(-c3ccc(F)cc3)cnc2O[C@H]1CN(C)S(C)(=O)=O,3.7
C[C@@H]1CN([C@@H](C)CO)C(=O)c2cccc(NC(=O)NC3CCCCC3)c2O[C@@H]1CN(C)S(=O)(=O)c1cn(C)cn1,-1.8
COCCNC(=O)C[C@@H]1C[C@@H]2c3cc(NC(=O)c4ccc5c(c4)OCO5)ccc3O[C@@H]2[C@H](CO)O1,1.0
CCN(C[C@H]1N[C@H](CO)[C@H]1c1ccc(-c2ccccc2)cc1)C(=O)COC,-1.1
COc1ccc(-c2ccc([C@H]3[C@@H](C#N)N(C(=O)c4cccnc4)[C@@H]3CO)cc2)cc1,-1.3
C[C@H]1CN([C@@H](C)CO)C(=O)c2cc(NS(=O)(=O)c3cccs3)ccc2O[C@H]1CN(C)C(=O)Nc1ccc(F)cc1,-0.6
COCC#Cc1cnc2c(c1)C(=O)N([C@@H](C)CO)C[C@H](C)[C@@H](CN(C)C(=O)Nc1ccccc1F)O2,1.8
O=C(C[C@H]1C=C[C@@H](NC(=O)Cc2cccnc2)[C@H](CO)O1)NCc1ccc2c(c1)OCO2,1.6
COCC(=O)Nc1ccc2c(c1)OC[C@@H](C)N(CCC(F)(F)F)C[C@@H](C)[C@H](OC)CN(C)C2=O,-1.7

Compound activity from PubChem BioAssay.

Not all compounds are listed (hit frequency here may not be typical).
